Compound activity: PubChem, National Center for Advancing Translational Sciences (NCATS)
Lipid storage S3: qHTS Assay for Lipid Storage Modulators in Drosophila S3 Cells; Drosophila S3 cells, BODIPY lipid droplet fluorescence, 18-24 h; cells fed with added oleic acid; lipid storage change, negative = inhibition, % at the top dose, mostly 46.1 µM; hits show Potency in µM; 0.64% of 320,000 active; AID 2685; active means well fitted inhibition curve with a large enough effect in the signal ratio, with a control signal flat, not every such curve was filed as active; inconclusive means small, poorly fitted or top-dose-only effect, or effect the other way, or a change in a side signal; the % refers to the signal ratio
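Laser-scanning cytometry quantifies lipid droplet accumulation (500–530 nm total intensity; droplet/cell object ratio) in oleic acid-fed (400 uM added) Drosophila S3 cells treated with a concentration series. 20 uM Triacsin C defined 100% inhibition.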
Lipid storage S3 cell count max: second read-out of Lipid storage S3, no call of its own (marks repeat the call); cell number change, %; measured here: cell count max response;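 cells counted by Cell Tracker Red CMTPX staining in the red channel; peak over a dose series mostly up to 46.1 µM; percent activity relative to internal control wells on each plate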
* hit, by the source's call; i = inactive; u = inconclusive; x = not tested or not shown. On the % scale 0 is the no-effect control and ±100 the full control effect; potency means the concentration at half of the fitted maximal effect.

SMILES	Lipid storage S3	Lipid storage S3 cell count max
Cc1ccc(S(=O)(=O)NNC2CC(=O)N(c3ccc(Br)cc3)C2=O)cc1 (stereo not given)	u	x
NC(=NC(=O)c1ccc(OC(F)(F)F)cc1)c1ccc(C(F)(F)F)cn1	14.9%	14.2
CCOC(=O)C1=CC[C@H]2c3c(c4ccccc4n3C)C(=O)C1N2S(=O)(=O)c1ccc(C)cc1	u	x
COc1ccc(-c2nc(NC(=O)CSCCO)sc2C)cc1	-6.8%	-12.4
O=C(COC(=O)Cn1cnc2ccccc21)Nc1cc(S(=O)(=O)N2CCOCC2)ccc1Cl	2.5%	x
CCOc1ccc(N2CC(C(=O)N3CCN(c4ccccn4)CC3)CC2=O)cc1 (stereo not given)	-10.5%	-5.4
CC(NC(=O)Nc1cccc(Cl)c1)C(c1cccs1)N1CCCC1 (stereo not given)	u	x
CNC(=O)NCC12CC3CC(CC(C3)C1)C2	u	x
Cc1nn(C)c(C(=O)N/N=C/c2ccncc2)c1Cl	u	x
CC(=O)Nc1ccc(S(=O)(=O)Nc2nc3ccccc3nc2N2CCCC2)cc1	u	x
CCOc1ccc(NC(=O)c2ccc3snnc3c2)cc1	1.5%	-14.8
O=C(O)CNC(=O)c1ccccc1NC(=O)c1ccco1	18.4%	-4.1
O=C(Cn1c(-c2ccccc2)c[n+]2ccsc12)c1ccc([N+](=O)[O-])cc1	u	x
CN(Cc1ccccc1)S(=O)(=O)c1ccc2[nH]cc(C(=O)NCC3CCCO3)c(=O)c2c1 (stereo not given)	u	x
COc1ccc(C(=O)N2CCN(S(=O)(=O)N3CCOCC3)CC2)cc1OC	u	x
Cc1ccsc1C(=O)C1CCCN(Cc2cccn2-c2ccc(Cl)cn2)C1 (stereo not given)	11.7%	5.6
CCNS(=O)(=O)c1ccc(C(=O)Nc2ccccc2)cc1	7.4%	5.7
COc1ccc(S(=O)(=O)n2nc(-c3ccc(Cl)cc3)cc2N)cc1	5.1%	-3.4
Cc1ccc(NC(=O)Cc2nnc(SCC(=O)NC3=NCCS3)n2C)cc1	u	x
Cc1ccc2oc(C(=O)N(C)Cc3ccc(C)o3)c(C)c2c1	u	x
O=C(CSCc1ccc(F)cc1)Nc1ccccc1	i	x
O=C(NCc1ccccc1)c1ccc(NC(=O)c2ccco2)cc1	u	x
O=C(Cn1c(-c2ccco2)nc2ccccc21)N1CCCCC1	u	x
Clc1ccc(CO/N=C2\CCCc3nonc32)cc1	26.5%	-4.6
O=C(COC(=O)c1cccc(O)c1)Nc1ccc(N2CCOCC2)cc1	5.6%	-12.2
Cc1cc(Nc2cccc(Cl)c2)n2ncnc2n1	u	x
COC(=O)C1C(=O)C(C(=O)c2ccc([N+](=O)[O-])cc2)C(=O)CC1(C)C (stereo not given)	15.4%	4.0
CCOC(=O)c1c(C)[nH]c(C(=O)OCc2ccccc2F)c1C	u	x
Nc1cc(=O)[nH]c(SCC(=O)N2CCC(Cc3ccccc3)CC2)n1	24.6%	6.7
COc1cccc(NC(=O)CN(C)C(=O)CC2Sc3ccccc3NC2=O)c1 (stereo not given)	11.3%	9.1
CC(C)(C)c1ccc(S(=O)(=O)O/N=C2/CCCCC2c2ccc([N+](=O)[O-])cc2[N+](=O)[O-])cc1 (stereo not given)	i	14.2
Cc1ncc(CN2CCCC(C(=O)Nc3ccc(-c4cccc(F)c4)cc3)C2)cn1 (stereo not given)	12.3%	18.1
COc1ccccc1OC(C)C(=O)Nc1ccccc1C(=O)NCc1cccnc1 (stereo not given)	u	x
CC(=O)Nc1ccc(OCc2cnc(Cl)s2)cc1	u	x
O=c1ccnc(SCCc2ccccc2)[nH]1	-1.2%	8.7
O=C(Nc1nc(=O)[nH]s1)c1ccccc1	-27.3%	-39.3

Among those listed so far, these contain fluorine.
SMILES	Lipid storage S3	Lipid storage S3 cell count max
NC(=NC(=O)c1ccc(OC(F)(F)F)cc1)c1ccc(C(F)(F)F)cn1	14.9%	14.2
O=C(CSCc1ccc(F)cc1)Nc1ccccc1	i	x
CCOC(=O)c1c(C)[nH]c(C(=O)OCc2ccccc2F)c1C	u	x
Cc1ncc(CN2CCCC(C(=O)Nc3ccc(-c4cccc(F)c4)cc3)C2)cn1 (stereo not given)	12.3%	18.1

Carrying on.
SMILES	Lipid storage S3	Lipid storage S3 cell count max
COc1cc(-c2nc3n(n2)C(c2ccncc2)C2=C(CCCC2=O)N3)cc(OC)c1OC (stereo not given)	2.8%	3.2
O=C(Nc1nc(-c2ccncc2)cs1)C1c2ccccc2Oc2ccccc21	u	x
Cc1noc(C)c1C(=O)Nc1sc(C)c(-c2ccccc2)c1C#N	i	x
CC1Cc2cc(S(=O)(=O)N3CCC(C(=O)N(C)Cc4ccco4)CC3)ccc2N1C(=O)C1CCC1 (stereo not given)	u	x
O=C(CN1C(=O)NC2(CCc3ccccc3C2)C1=O)Nc1ccc(F)cc1 (stereo not given)	3.9%	-13.9
CCn1nc(C)c(CNC(=O)C2CCC(=O)N(CCc3ccc(OC)cc3)C2)c1C (stereo not given)	u	x
C=CCNC(=S)NNc1nc2c(c(=O)[nH]1)C1(CCCCC1)Cc1ccccc1-2	u	x
CCc1cccc2[nH]c3cc([N+](=O)[O-])ccc3c12	u	x
CCCCC(=O)NC(Nc1sc2c(c1C(N)=O)CCCC2)(C(=O)OCC)C(F)(F)F (stereo not given)	u	x
CCc1nnc(NC(=O)CN2CCC(O)(c3ccccc3OC)CC2)s1	u	x
CCOC(=O)N1CCC(O)(c2cc(C)c(C)cc2C)CC1	u	x
Cc1ccc(N2CC(C(=O)NC3=NCCS3)CC2=O)cc1 (stereo not given)	u	x
CC(C)(C)c1ccc(/C=C/C(=O)N2CCCCC2)cc1	u	x
Cc1cccc([N+](=O)[O-])c1NC(=O)COC(=O)c1nc2nccc(C)n2n1	u	x
CCOC(=O)[C@@H]1[C@H]2COc3ccccc3[C@H]2N2C(=O)N(c3ccc(Cl)cc3)C(=O)[C@@]12C	-11.9%	19.2
CCOC(=O)C1=C(COC(=O)/C=C/c2ccccc2F)NC(=O)NC1C (stereo not given)	-0.5%	1.2
CCOC(=O)c1ccc(S(=O)(=O)NC2CCC(C)CC2)cc1 (stereo not given)	u	x
CSCC[C@H](NC(=O)NCCC1=CCCCC1)C(=O)O	u	x
CCOC(=O)C1=C(C)NC2=C(C(=O)OC2)C1c1ccccc1 (stereo not given)	u	x
Cc1ccc(S(=O)(=O)N(CC(=O)Nc2ccccc2C(=O)O)c2ccccc2)cc1	12.3%	-0.5
CCc1cc(C(=O)OC)c(NC(=O)CC2SC(=NC)N(C)C2=O)s1 (stereo not given)	-0.6%	14.1
COc1ccc(-c2nc3cc(NC(=O)c4ccc5c(c4)OCO5)ccc3o2)cc1	u	x
O=C(Nc1ccccc1N1CCCCC1)c1cccc(OC(F)F)c1	u	x
Cc1ccccc1C(=O)Nc1ccc2nc3n(c(=O)c2c1)CCC3	u	x
COc1ccc(/C=C/C(=O)Nc2cccc(S(=O)(=O)N3CCCC3)c2)cc1OC	-16.0%	-7.0
CC1=NNC(=O)C1CCC(=O)N/N=C/C(Br)=C/c1ccccc1 (stereo not given)	-17.4%	x
CCc1ccc2[nH]c(C)c(CN3CCCCCC3)c(=O)c2c1	i	-10.0
CCN1CCC(C(=O)NC2CCCC2)(N(Cc2cccs2)C(=O)Cn2nnc3ccccc32)CC1	u	x
CC(C)CC(=O)NC(c1ccccc1Cl)c1c(O)ccc2ccccc12 (stereo not given)	-14.3%	8.0
COC(=O)c1cccc(N(C(=O)c2ccco2)C(C(=O)NC2CCCC2)c2ccc(N3CCOCC3)cc2)c1 (stereo not given)	u	x
Cc1ccc(-n2nc3c(=O)n(CCCC(=O)NCC(C)c4ccccc4)nc(C)c3c2C)cc1 (stereo not given)	i	20.8
COc1ccc(Nc2nc(NCc3ccco3)nc(N/N=C/c3ccccc3)n2)cc1	-13.5%	-5.3
CCC1(C)SC(N)=NN1C(C)=O (stereo not given)	u	x
Nc1nnnn1/N=C/c1ccccn1	u	x
COc1ccc(OCC(=O)NC(=S)Nc2ccccc2F)cc1	-0.3%	-7.2
Cn1nnc2cc(C(=O)N3CCC(c4ccccc4)C3)ccc21 (stereo not given)	u	x

Entries of single compounds as entered above:
COc1ccc(Nc2nc(NCc3ccco3)nc(N/N=C/c3ccccc3)n2)cc1 reads Lipid storage S3: -13.5%; Lipid storage S3 cell count max: -5.3
CCC1(C)SC(N)=NN1C(C)=O (stereo not given) reads Lipid storage S3: u; Lipid storage S3 cell count max: x

(further entries)
SMILES	Lipid storage S3	Lipid storage S3 cell count max
CCN1CCN(C(=S)Nc2ccc([N+](=O)[O-])cc2)CC1	u	x
COc1cccc(OC)c1C(=O)Nc1ccc2c(c1)OCCO2	u	x
COc1ccccc1OCC(=O)Nc1ccc2c(c1)C(=O)N(CC1CCCO1)C2=O (stereo not given)	i	14.8
COc1cccc(CNC(=O)C(CC(C)C)NC(=O)c2ccccc2C)c1 (stereo not given)	0.5%	6.3
COc1ccc(-c2ccnc(SCC(=O)N3CCOCC3)n2)cc1	2.1%	-6.6
Cc1nc(CCNC(=O)c2ccccc2)cs1	i	x
O=C(NCCc1c[nH]c2ccccc12)c1cnccn1	u	x
COc1ccc(C(=O)N=C2SC3CS(=O)(=O)CC3N2Cc2ccccc2)cc1OC (stereo not given)	u	x
COc1ccccc1C(=O)NCCC(=O)N1CCN(c2ccccc2O)CC1	u	x
CCCC(=O)OCC(=O)c1[nH]c(C)c(C(C)=O)c1C	4.3%	5.7
CCc1ccc(/C=N/NC(=O)c2cc(-c3ccncc3)nc3ccccc23)s1	u	x
Cc1cccc(Nc2nc3c(S(=O)(=O)c4ccccc4)nnn3c3ccccc23)c1	u	x
CCn1cc(/C=N\NC(=O)c2ccccc2Cl)cn1	u	x
O=C(CN(C(=O)c1ccc2c(c1)OCCO2)c1ccccc1)NCC1CCCO1 (stereo not given)	0.4%	-0.4
O=C(Nc1ccccc1C(=O)N1CCOCC1)c1cccc(S(=O)(=O)N2CCCC2)c1	u	x
CC1(C)N=C(N)N=C(N)N1c1cccc(CN)c1	-21.6%	-5.4
CC(=O)N1C(=O)CC(C)N(C(C)=O)c2ccc([N+](=O)[O-])cc21 (stereo not given)	2.6%	1.9
COC(=O)CSc1nc2nc(C)c(Br)cc2[nH]1	u	x
O=C(CN1C(=O)C2C3C=CC(C3)C2C1=O)Nc1nc(SCc2ccc(Cl)cc2)n[nH]1 (stereo not given)	u	x
CC1(C)CC(NC(=O)c2cc(COc3cccc(C(F)(F)F)c3)on2)CCO1 (stereo not given)	-10.2%	-12.2
COC1Cc2ccccc2N(C(=O)N2CCN(CCO)CC2)c2ccccc21 (stereo not given)	-23.4%	12.9
CC(=O)Cc1nsc(NC(=O)c2ccc(Cl)cc2Cl)n1	i	x
Nc1nncn1C(=O)c1cc(Br)ccc1Cl	u	x
CCCn1c(CCC(=O)O)nc2cc(S(N)(=O)=O)ccc21	11.3%	8.2
O=C1NC(NS(=O)(=O)c2ccc(Cl)cc2)(C(F)(F)F)C(=O)N1Cc1cccnc1 (stereo not given)	u	x
CCn1c(SCC(=O)Nc2ccc(S(=O)(=O)Nc3ccccn3)cc2)nnc1-c1ccncc1	2.5%	-2.1
Cc1onc(-c2ccccc2Cl)c1C(=O)Nc1c(C)n(C)n(-c2ccccc2)c1=O	u	x
C/C(=N\O)c1oc2ccc3c(C)cc(=O)oc3c2c1C	u	x
Cc1ccc(Cn2ncc3c(N4CCOCC4)ncnc32)cc1	u	x
O=C(Nc1cccnc1)c1cc(-c2cccc(Cl)c2)on1	35.3%	15.0
COc1ccc(-c2nc(CS(=O)CC(=O)N3CCOCC3)c(C)o2)cc1OC (stereo not given)	i	x
Cc1onc(-c2c(Cl)cccc2Cl)c1NC(=O)NN(C)c1ccc([N+](=O)[O-])cn1	u	x
COc1ccccc1C(=O)NCC(=O)Nc1ccc2c(c1)OCO2	u	x
Cc1cccc(NC(=O)c2ccc3c(c2)C(=O)N(Cc2cccnc2)C3=O)c1C	u	x
Cc1ccccc1CN1CCN(CC2CC2)CC1CCO (stereo not given)	13.5%	14.8
CNC(=O)NC(=O)COC(=O)c1ccccc1OCc1ccccc1	-7.1%	-12.6

5 of the compounds above, with bars between the fields:
SMILES | Lipid storage S3 | Lipid storage S3 cell count max
C/C(=N\O)c1oc2ccc3c(C)cc(=O)oc3c2c1C | u | x
Cc1ccc(Cn2ncc3c(N4CCOCC4)ncnc32)cc1 | u | x
O=C(Nc1cccnc1)c1cc(-c2cccc(Cl)c2)on1 | 35.3% | 15.0
COc1ccc(-c2nc(CS(=O)CC(=O)N3CCOCC3)c(C)o2)cc1OC (stereo not given) | i | x
Cc1onc(-c2c(Cl)cccc2Cl)c1NC(=O)NN(C)c1ccc([N+](=O)[O-])cn1 | u | x

More compounds
SMILES	Lipid storage S3	Lipid storage S3 cell count max
O=C(c1ccco1)N1CCN(CCOCCOc2cccc3ccccc23)CC1	u	x
CCOC(=O)Cn1c(=O)oc2cc(S(=O)(=O)N3CCc4ccccc43)ccc21	-4.5%	-3.6
COCCNC(=O)C(C)N1c2cccc3cccc(c23)S1(=O)=O (stereo not given)	7.6%	15.0
Cc1cc(C)c(C)c(S(=O)(=O)N2CCC(C(=O)NNC(=O)c3ccccc3O)CC2)c1C	u	x

Another view of some results above.
> COCCNC(=O)C(C)N1c2cccc3cccc(c23)S1(=O)=O (stereo not given)
  Lipid storage S3: 7.6%
  Lipid storage S3 cell count max: 15.0
> O=C(c1ccco1)N1CCN(CCOCCOc2cccc3ccccc23)CC1
  Lipid storage S3: u
  Lipid storage S3 cell count max: x
> Cc1cc(C)c(C)c(S(=O)(=O)N2CCC(C(=O)NNC(=O)c3ccccc3O)CC2)c1C
  Lipid storage S3: u
  Lipid storage S3 cell count max: x

A portion of the library. The share of hits here may be higher or lower than overall.
